Screens: PubChem BioAssay, Broad Institute
F508del corr: CFTR F508del correction in bronchial cells. CFBE cells, YFP halide quenching; stimulated with forskolin plus potentiator P3; % fluorescence drop versus neutral controls. activity (quench increase), % at 7.58 µM. 350,000 tested, 0.36% active. AID 720511;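 active = mean added fluorescence quench of at least 8% versus neutral control, with both replicates also reaching 8%; inconclusive = only one of the mean or replicate conditions met; inactive = mean below 8% and not both replicates reaching 8%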;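 note: cells transiently co-express mutant CFTR-F508del with the halide-sensitive YFP; corrector assay measuring rescue of mutant channel to the surface after 24 h compound exposure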
PAX8 reporter: lowers PAX8-driven luciferase in RMG-I cells. inhibition, % at 12.6 µM. 360,000 tested, 1.2% active. RMG-I TPO-luciferase reporter, SteadyGlo, 24 h;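 active = mean replicate inhibition at least 60% with every replicate also reaching 60%; inconclusive = only one of the two criteria is met; inactive = mean below 60% and not all replicates reaching 60%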;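 note: luciferase light reporting Pax8 driven TPO promoter activity; plate controls were median of neutral control wells for no effect and mitoxantrone controls for full effect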
miR122 inh: blocks miR-122 activity in Huh7 sensor cells; Huh7 miR-122 Renilla luciferase sensor, 48 h; neutral wells = 0, positive control = 100; activation (reporter increase), % at 12.5 µM; 340,000 tested, 0.3% active;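 active = mean replicate activation score at least 90 and every replicate individually at or above 90; inconclusive = only one of the two criteria met; inactive = neither criterion met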;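 note: higher luciferase means less miR-122 activity so hits act as miR-122 inhibitors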
GSIS activator: GLuc luminescence reporter in INS-1E cells, primary screen for activators of glucose-dependent secretion of insulin; INS-1E GLuc reporter insulin secretion, 2-3 h; activation, % at 16.6 µM; 370,000 tested, 0.61% active;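 active = lowest replicate activation of at least 40%, so every replicate reaches that level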;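 note: 0% = median of neutral control wells and 100% = median of IBMX positive control wells; some compounds called inactive have numbers as strong as hits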
FN deposition inh: fibronectin deposition inhibition | AID 743247 | 350,000 tested, 0.086% active | AH1F fibroblasts, Alexa488-fibronectin deposition fluorescence, overnight | inhibition, % at 12.6 µM;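 active = mean inhibition across replicates of 30% or more, regardless of how many single replicates reach that level; inconclusive = mean under 30% yet at least half of replicates reach 30%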;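 note: positive control wells lacked labelled fibronectin entirely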
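Schedule: 1 h cell adhesion before compound, then overnight fibronectin incubation; test system: AH1F fibroblast monolayer depositing Alexa488-labelled fibronectin into matrix; quantity: 10000 AH1F cells per well; probe or stimulus: fluorescent fibronectin at 24 nM final; signal: fluorescence, ex 485 nm, em 525 nm; evaluation: percent inhibition as loss of matrix-bound fibronectin fluorescence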
DENV2 CPE: protects cells from dengue virus 2 cytopathic effect; AID 651640; CPE inhibition, % at 9.99 µM; 350,000 tested, 1.7% active; DENV2-infected cells, cytopathic effect rescue, plate reader; in the data active = CPE inhibition above about 20%, passing the limit was not always enough; inconclusive = no clear call, values can overlap the other calls; tested in BHK-21 cells;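 note: 0% = median of neutral control wells and 100% = median of positive control wells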
EWS-Fli inh: blocks EWS/Fli oncoprotein-driven transcription; A673 NR0B1-luciferase reporter, viability-normalised; inhibition, % at 12.6 µM; 350,000 tested, 0.67% active; AID 651661;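 active = mean inhibition of at least 50% after viability correction, with every replicate also passing that limit; inconclusive = mean reaches 50% but only one of two replicates passes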;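 note: firefly luciferase signal divided by Alamar Blue viability fluorescence both relative to DMSO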
Active calls of the source: *; u = inconclusive; x = no result given; & = joins results of further samples; [ ] = another dose, or the depositor's remark. The order is random; overall some 3.9% were active at least once.

Results follow in this order: FN deposition inh	EWS-Fli inh	miR122 inh	GSIS activator	DENV2 CPE	F508del corr	PAX8 reporter
> CC(=O)Nc1cc(-c2ccncc2)cn2c(-c3ccccc3)cnc12
→ 5	5	2	0	-2	0.3	26
> C#CCNC(=O)C1=C[C@H](c2ccc(Br)cc2)C[C@H](OCCCCO)O1
→ -5	-44&-22	5	-8	5&2	0.4&-2.2	-42&5
> C[C@H](CO)N1C[C@H](C)[C@@H](CN(C)S(C)(=O)=O)OCCCC[C@H](C)Oc2ccc(NC(=O)c3ccncc3)cc2C1=O
→ x	x	11[16.7 µM]	25	-2	-0.3	-17
> COc1cccc(C(=O)NCc2nnc(SCC(=O)Nc3nccs3)n2-c2cccc(C)c2)c1
→ -4	x	-3	5	x	x	x
> Cc1cc(S(=O)(=O)Nc2ccc(C(=O)NCC(c3ccccc3)N(C)C)cc2)ccc1F (stereo not given)
→ -3	x	x	-39	-4	-2.0	10
> Cc1ccn(CCC(=O)N2CCc3ccccc32)n1
→ 3	-2	1	17	5	-0.6	-5
> COc1ccccc1N1CCN(C(=O)c2ccc(CS(=O)(=O)c3ccccc3OC)o2)CC1
→ 10	x	-1	x	x	x	17
> COc1cc(/C=N/NC(N)=O)ccc1OCC(=O)N1C(C)CCCC1C (stereo not given)
→ -7	-6	x	11	2	1.9	4
> CC(C)CC(=O)N1CCC(O)(CS(=O)(=O)Cc2ccccc2)CC1
→ 11	x	1	x	x	x	0
> CC1=C(C(=O)N2CCOCC2)CC(CC(=O)NCc2cccs2)C(=O)N1CCCN1CCCC1=O (stereo not given)
→ 2	1	4	11	-1	-0.7	9
> CCc1ccccc1Oc1nc(NCc2ccccc2)nc2ccsc12
→ -12	1	-7	-5	8	0.0	21
> O=C(CN1C(=O)c2ccccc2S1(=O)=O)NCc1ccccc1Cl
→ -10	-2	-4	2	-4	-2.7	-4
> O=C1c2ccccc2NC(c2ccco2)N1NS(=O)(=O)c1ccccc1 (stereo not given)
→ -1	-11	-6	4	-8	-3.5	-19
> COc1ccc2c3c([nH]c2c1)[C@@H](CO)N(Cc1cc(F)ccc1F)CC31CN(C(C)=O)C1
→ x	20	x	3	u	-1.7	18
> CCNC(=O)[C@@H]1[C@@H](CO)[C@@H]2Cn3c(ccc(-c4cccc(F)c4)c3=O)[C@H]1N2C(=O)c1cnccn1
→ x	7	0[16.7 µM]	2	-10	-4.9	-1
> CS(=O)(=O)N1CCN(C(=O)C2c3ccccc3Oc3ccccc32)CC1
→ x	1	0	-12	7	-0.2	x
> O=[N+]([O-])c1ccc(N2CCN(Cc3ccccc3)CC2)c2c1no[n+]2[O-]
→ x	49	3	-28	0	-6.2	99*
> COc1ccc2oc(C(=O)NCCC(C)C)c(C)c2c1
→ -3	-56	-4	10	-7	2.8	-150
> COC(=O)N1C(=O)[C@](Cc2ccccc2)(c2ccccc2)N1C(=O)OC
→ 3	u	-2	10	-1	-2.7	22
> CC(O)(c1cccnc1)c1nc(-c2ccc(S(C)(=O)=O)cc2)cs1 (stereo not given)
→ 6	0	0	-7	17	-3.2	-14
> O=C(Cc1ccncc1)NCC[C@H]1CC[C@@H](NC(=O)C2CCOCC2)[C@H](CO)O1
→ -14	-2	x	3	3	0.5	-12
> Cc1ccc(NC(=O)c2cc(C)on2)cc1
→ 4	x	-3	19	x	x	x
> C/C=C/c1cnc2c(c1)C(=O)N([C@@H](C)CO)C[C@@H](C)[C@@H](CN(C)C(=O)Nc1ccc(F)cc1)O2
→ 3	-9	1[16.7 µM]	5	-6	0.0	15
> C/C(=N\NC(=O)Cn1cnc2ccccc21)c1cccs1
→ 4	3	4	1	-3	1.5	-13
> COc1ccc(S(=O)(=O)N2CCCCN3[C@@H](CO)[C@H](c4ccc(C#CCC(C)C)cc4)[C@@H]3C2)cc1
→ x	7	71[16.7 µM]	65	x	-0.3	-12
> CCc1ccc(NC(=O)c2cnn(-c3ccccc3)c2C2CCNCC2)cc1
→ 7	5	x	9	7	-1.5	-1
> C[C@H](CO)N1C[C@H](C)[C@H](CN(C)S(C)(=O)=O)OCCCC[C@H](C)Oc2ccc(NC(=O)Nc3ccccc3)cc2C1=O
→ -3	-8	-4[16.7 µM]	-8	-17	-3.0	4
> CCCCCc1ccc(-c2nnc(N)s2)cc1
→ -6	-60	-6	23	x	-5.7	-106
> CNC[C@H]1Oc2ccc(NC(=O)Cc3cn(C)c4ccccc34)cc2C(=O)N([C@@H](C)CO)C[C@H]1C
→ -12	-7	-2[16.7 µM]	7	3	-0.7	-3
> CN(C)Cc1c(C(=O)Nc2ccccc2)[nH]c2ccccc12
→ -4	8	x	5	-15	-3.0	-28
> C[C@H]1Cn2cnc(C(=O)Nc3ccc(CNC(=O)OC(C)(C)C)cc3)c2C(=O)N1
→ 6	3	-5	0	5	4.4	-8
> COc1cc(/C=N/NC(=O)c2[nH]nc3c2CCc2ccccc2-3)ccc1O
→ -6	8	16	3	-5	-3.6	17
> CCCOc1ccc(C(=O)C(CCC(CNCC)C(=O)c2ccc(OCCC)cc2)CNCC)cc1 (stereo not given)
→ 5	x	x	38	x	x	36
> CC1(C)C(C(=O)OCC(Cl)(Cl)Cl)N2C(=O)C(NC(=O)Cc3ccccc3)C2S1=O (stereo not given)
→ 4	-13	x	-20	11	0.1	3
> CO[C@@H]1CN(C)C(=O)c2ccc(NC(=O)Cc3ccccc3)cc2OC[C@H](C)N(C(=O)c2ccccc2F)C[C@@H]1C
→ 11	0	x	-22	0	-1.1	8
> COc1cccc(N2CCN(S(=O)(=O)c3ccc4c(c3)NC(=O)CS4)CC2)c1
→ 7	x	-4	-5	8	1.2	22
> CC12CCC(=O)N1C(C(=O)NNC(=O)COc1ccccc1F)CS2 (stereo not given)
→ 14	-4	-3	6	0	1.7	-8
> Nc1nc(SCc2ccccc2Cl)ns1
→ -3	x	2	x	x	x	15
> COc1ccc(N=[N+]([O-])c2ccc(OC)cc2)cc1
→ x	u	-3	-4	0	-0.3	-185
> COc1cccc(CNC(=O)[C@H]2[C@H](CO)[C@H]3Cn4c(ccc(-c5cccnc5)c4=O)[C@H]3N2C)c1
→ x	1	1[16.7 µM]	5	4	0.9	5
> COc1ccc2c3c(n(C)c2c1)[C@H](CO)N(C(C)=O)CC31CN(C(=O)NC(C)C)C1
→ x	4	x	30	u	1.0	x
> N#Cc1ncc(-c2ccc3c(c2)OCCOCCOCCOCCOCCO3)nc1C#N
→ 11	x	1	1	x	x	9
> COc1ccc(-n2nnnc2SCC(=O)N(C)C2CCS(=O)(=O)C2)cc1 (stereo not given)
→ -9	-7	x	x	9	1.4	6
> Cc1cccc(C(=O)Nc2ccn(C)n2)c1
→ 1	-32	x	-4	5	-3.6	-109
> O=C(NCc1ccccc1)c1cc(-c2ccco2)on1
→ x	-66	3	-25	-7	1.1	x
> C/C(N)=C(/C#N)C(=O)COC(=O)CNS(=O)(=O)c1ccc(C)cc1
→ -1	3	-10	-45	2	-1.1	6
> O=C(CSc1nnc(CNc2ccc(F)cc2)n1CC1CCCO1)N1CCOCC1 (stereo not given)
→ -12	x	1	2	-2	-0.9	-8
> COc1ccc(C(CNC(=O)/C=C/c2c(Cl)nc3ccccn23)N(C)C)cc1 (stereo not given)
→ -4	10	x	1	0	0.0	3
> CCOCCCNC(=O)CN1CCN(Cc2ccccc2C)C1=O
→ 0	-4	5	-13	12	-0.1	0
> Cc1ccc(Cl)cc1N1CCN(C(=O)C(C)n2ncn3cccc3c2=O)CC1 (stereo not given)
→ 5	2	-6	-35	1	2.0	12
> C[C@@H]1CCCCO[C@H](CN(C)Cc2ccccc2)[C@@H](C)CN([C@H](C)CO)C(=O)c2cc(NC(=O)Nc3ccccc3)ccc2O1
→ -2	-6	1[16.7 µM]	-11	-11	3.1	-6
> CCOC(=O)c1sc(-c2ccccn2)nc1C
→ 2	-10	x	-14	-6	0.1	-48
> Nc1cc(N)nc(SCC(=O)c2ccc3c(c2)NC(=O)CO3)n1
→ -2	-3	5	32	0	2.6	-3
> CN(C)CCN(Cc1cccs1)c1ccccn1
→ -10	-8	-3	16	-7	-24	-20
> C=CCn1c(SCC(=O)c2ccc(O)c(O)c2)nnc1-c1cccnc1
→ 17	3	x	18	1	0.1	4
> CCCNC(=O)C[C@@H]1CC[C@@H]2[C@H](COC[C@H](O)CN2C(=O)Nc2c(C)noc2C)O1
→ 1	-1	5[16.7 µM]	5	2	0.3	-4
> COC(=O)c1ccc(COc2ccccc2/C=N/NC(N)=O)o1
→ 9	5	-1	x	0	0.6	-33
> CC(C)(c1ccccc1)c1ccc(OCCCN2CCNCC2)cc1
→ -14	-1	x	-5	-4	-2.7	16
> CC1CCCCC1NC(=O)Cn1cc([N+](=O)[O-])ccc1=O (stereo not given)
→ 2	4	5	x	13	0.3	-7
> CC(C)C1C(=O)N(Cc2cn(CCC3OCCO3)nn2)CCS(=O)(=O)N1Cc1ccc(-c2ccc(F)cc2Cl)cc1 (stereo not given)
→ -6	-19	-4	-38	6	-3.7	13

Other structures:
Results follow in this order: FN deposition inh	EWS-Fli inh	miR122 inh	GSIS activator	DENV2 CPE	F508del corr	PAX8 reporter
> C[C@H](CO)N1C[C@H](C)[C@H](CN(C)S(=O)(=O)c2ccc(F)cc2)Oc2ncc(-c3ccncc3)cc2C1=O
→ x	-140	14[16.7 µM]	31	-2	-0.8	17
> COc1ccc(-n2c(SCC(=O)N3CCOCC3)nc3ccccc3c2=O)cc1
→ -5	-5	0	3	-1	-2.2	x
> CCN(CC)S(=O)(=O)c1ccc(N2CCN(C)CC2)c(NC(=O)CSCC(=O)Nc2cccc(C)c2)c1
→ 1	-1	-2	0	0	-1.5	-7
> COc1cc2cc(Oc3ccc4ccc(=O)oc4c3)c(=O)oc2cc1OC(=O)/C=C/c1ccccc1
→ -4	-4	-3	2	-7	-3.6	5
> Cc1cccc(C(=O)OCC(=O)NCc2ccco2)c1
→ 4	-2	14	2	2	-2.2	7
> CCn1c(=O)c(CCC(=O)NCC2CCCO2)c(C)c2c(C)nn(-c3ccc(C)cc3)c21 (stereo not given)
→ 1	-6	x	19	-5	-1.8	3

Of the compounds above, three have an NH in an aromatic ring.
Results follow in this order: FN deposition inh	EWS-Fli inh	miR122 inh	GSIS activator	DENV2 CPE	F508del corr	PAX8 reporter
> COc1ccc2c3c([nH]c2c1)[C@@H](CO)N(Cc1cc(F)ccc1F)CC31CN(C(C)=O)C1
→ x	20	x	3	u	-1.7	18
> CN(C)Cc1c(C(=O)Nc2ccccc2)[nH]c2ccccc12
→ -4	8	x	5	-15	-3.0	-28
> COc1cc(/C=N/NC(=O)c2[nH]nc3c2CCc2ccccc2-3)ccc1O
→ -6	8	16	3	-5	-3.6	17

Structures above that have a Cl atom (six):
Results follow in this order: FN deposition inh	EWS-Fli inh	miR122 inh	GSIS activator	DENV2 CPE	F508del corr	PAX8 reporter
> O=C(CN1C(=O)c2ccccc2S1(=O)=O)NCc1ccccc1Cl
→ -10	-2	-4	2	-4	-2.7	-4
> CC1(C)C(C(=O)OCC(Cl)(Cl)Cl)N2C(=O)C(NC(=O)Cc3ccccc3)C2S1=O (stereo not given)
→ 4	-13	x	-20	11	0.1	3
> Nc1nc(SCc2ccccc2Cl)ns1
→ -3	x	2	x	x	x	15
> COc1ccc(C(CNC(=O)/C=C/c2c(Cl)nc3ccccn23)N(C)C)cc1 (stereo not given)
→ -4	10	x	1	0	0.0	3
> Cc1ccc(Cl)cc1N1CCN(C(=O)C(C)n2ncn3cccc3c2=O)CC1 (stereo not given)
→ 5	2	-6	-35	1	2.0	12
> CC(C)C1C(=O)N(Cc2cn(CCC3OCCO3)nn2)CCS(=O)(=O)N1Cc1ccc(-c2ccc(F)cc2Cl)cc1 (stereo not given)
→ -6	-19	-4	-38	6	-3.7	13
